Assay outcomes deposited in PubChem by several laboratories.
STEP block: STEP phosphatase inhibitors, primary screen, biochemical, fluorescence intensity, uHTS; 360,000 tested, 0.25% active; recombinant STEP, OMFP fluorogenic substrate; Tyrosine-protein phosphatase non-receptor type 5 (Homo sapiens), P54829; inhibition, % at 20 µM;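 active means inhibition at 20 µM, scaled per plate between control wells, above about 37%, limit read from the data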;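 further: 0% = DMSO with enzyme and substrate and 100% = substrate only without enzyme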
Target sequence (P54829 whole entry, looked up): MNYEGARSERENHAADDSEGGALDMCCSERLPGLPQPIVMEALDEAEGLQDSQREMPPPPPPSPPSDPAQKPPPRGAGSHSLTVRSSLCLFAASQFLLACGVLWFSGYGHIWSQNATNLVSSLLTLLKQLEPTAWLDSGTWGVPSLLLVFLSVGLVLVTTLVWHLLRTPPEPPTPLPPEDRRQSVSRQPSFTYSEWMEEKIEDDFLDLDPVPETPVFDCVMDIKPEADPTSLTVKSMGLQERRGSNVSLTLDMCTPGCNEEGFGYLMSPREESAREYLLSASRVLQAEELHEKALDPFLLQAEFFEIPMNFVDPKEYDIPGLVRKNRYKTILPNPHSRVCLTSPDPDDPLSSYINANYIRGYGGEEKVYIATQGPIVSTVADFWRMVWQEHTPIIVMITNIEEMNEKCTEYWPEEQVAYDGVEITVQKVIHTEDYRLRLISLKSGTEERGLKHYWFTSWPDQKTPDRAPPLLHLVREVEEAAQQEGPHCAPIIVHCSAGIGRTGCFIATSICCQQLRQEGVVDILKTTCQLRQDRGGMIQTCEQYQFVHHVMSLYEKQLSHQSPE
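Also added – OMFP at 25 µM · Test system – STEP tyrosine phosphatase · Technique – FITC-channel fluorescence of OMFP product · Schedule – 20 min at room temperature, dark · Evaluation – control-normalized % inhibition with plate pattern correction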
LMPTP inh: LMPTP phosphatase inhibitors, primary screen, biochemical, fluorescence intensity, uHTS; AID 651560, 2012; recombinant LMPTP-A, OMFP fluorogenic substrate; 360,000 tested, 0.22% active; inhibition, % at 20 µM; Low molecular weight phosphotyrosine protein phosphatase (Homo sapiens), P24666;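 active means compounds that cut the enzyme signal by at least half of the control window in the single-dose screen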;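 further: plate controls were DMSO wells with enzyme plus substrate for no effect and substrate without enzyme for full effect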
Target sequence (P24666 whole entry, looked up): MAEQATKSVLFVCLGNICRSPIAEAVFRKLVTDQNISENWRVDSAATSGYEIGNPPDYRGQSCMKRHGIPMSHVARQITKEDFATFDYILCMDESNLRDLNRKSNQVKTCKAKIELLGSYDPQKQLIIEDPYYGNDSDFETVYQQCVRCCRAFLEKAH
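Test system: LMPTP-A phosphatase enzyme; input: 0.625 nM LMPTP-A final; reagent: OMFP substrate, 400 µM final; compound dosing: 20 µM single dose, 3% DMSO; incubation: 50 min dark incubation at room temperature; measured by: endpoint fluorescence intensity from OMFP dephosphorylation; measure: % inhibition relative to no-enzyme and uninhibited control wells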
Neddylation inh: inhibitors of cullin neddylation, primary screen, biochemical, TR-FRET, uHTS, NAE and Ubc12. NEDD8-conjugating enzyme Ubc12 (Homo sapiens) + NEDD8-activating enzyme E1 regulatory …. calls only at 25 µM. 360,000 tested, 0.58% active. AID 651699, 2012; in the data active means inhibition above about 36%
DNMT1 inh: human DNMT1 methyltransferase inhibitors, primary screen, biochemical, molecular beacon, fluorescence, HinP1I cleavage, uHTS. DNA (cytosine-5)-methyltransferase 1 (Homo sapiens), P26358. inhibition (reported as % activation of signal), % at 10 µM. 360,000 tested, 0.83% active. AID 588458, 2011; in the data active means inhibition above about 50%
SUMO1-SIM PPI: modulators of SUMO1 protein-protein interactions, primary screen, biochemical, uHTS | Small ubiquitin-related modifier 1 (Homo sapiens), P63165 | SUMO1 binding to a labelled peptide, TR-FRET, 1 h | inhibition, % at 20 µM | 360,000 tested, 0.33% active; in the data active means inhibition above about 37%
Target sequence (P63165 whole entry, looked up): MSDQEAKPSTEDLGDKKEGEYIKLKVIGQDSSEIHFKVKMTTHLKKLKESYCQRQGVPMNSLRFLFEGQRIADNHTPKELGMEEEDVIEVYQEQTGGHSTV
NadD block: inhibitors of S. aureus NadD, primary screen, biochemical, colorimetric, uHTS | 360,000 tested, 0.78% active | inhibition, % at 20 µM | Nicotinate-nucleotide adenylyltransferase NadD (Staphylococcus aureus N315) | purified NadD enzyme, colorimetric absorbance read-out; in the data active means inhibition above about 26%; further: some compounds past the cut are filed as inactive
Scp-1 inhibitor: Scp-1 phosphatase inhibitors, primary screen, biochemical, colorimetric, uHTS; Recombinant Scp1, phosphopeptide, malachite green phosphate absorbance; inhibition, % at 20 µM; 340,000 tested, 0.88% active; AID 493091, 2011;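 active means inhibition above about 50% at 20 µM, limit read from the data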;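 further: plate controls were DMSO wells with enzyme for no effect and wells lacking enzyme for full effect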
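System: truncated SCP-1 phosphatase (76-261aa); medium: Tris acetate buffer pH 5.5 with MgCl2 and Tween-20; incubation: 45 min room-temperature reaction, 5 min colour, 30 min stabiliser; compound: single 20 µM dose, 1% DMSO; reagent: Phosphorylated 17-residue peptide substrate; read-out: % inhibition at 20 µM; technique: colorimetric free-phosphate detection, absorbance 630 nm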
Rpn11 block: Rpn11 (PSMD14) deubiquitinase inhibitors, primary screen, biochemical, fluorescence polarization, uHTS; 26S proteasome non-ATPase regulatory subunit 14 (Homo sapiens), O00487; human 26S proteasome, Ub4-pepOG fluorescence polarization; 20S core pre-blocked with epoxomicin; calls only at 20 µM; 360,000 tested, 0.59% active;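 active means inhibition at 20 µM, scaled to each plate's controls, above about 33%, limit read from the data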
Rin1-Abl PPI inh: inhibitors of Rin1-Abl protein binding, primary screen, biochemical, TR-FRET; Tyrosine-protein kinase ABL1 (Homo sapiens) + Ras and Rab interactor 1 (Homo sapiens), …; inhibition, % at 7.35 µM; 360,000 tested, 0.4% active; AID 588664, 2011; in the data active means inhibition above about 5%, passing the limit was not always enough
CSN deneddyl inh: inhibitors of CSN-mediated cullin deneddylation, primary screen, biochemical, fluorescence polarization, uHTS; AID 651999, 2013; COP9 signalosome complex subunit 5 (Homo sapiens), Q92905; 360,000 tested, 0.38% active; Purified CSN, SCF-Nedd8-OG deneddylation; inhibition, % at 12.5 µM;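 active means pattern-corrected inhibition above about 35%, with an unprinted fluorescence ratio check between 0.5 and 1.5, limit read from the data, passing the limit was not always enough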;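 further: 0% = enzyme with substrate and 100% = substrate without enzyme; some results filed as inactive read as strong as hits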
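Detection – fluorescence polarization · System – HEK293T-derived human Csn5 enzyme · Controls – substrate-only high control, full reaction low control · Timing – 90 min, room temperature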
Active calls of the source: *; i = inactive; · = not tested or not shown.

| No. | Compound | NadD block | STEP block | Rin1-Abl PPI inh | LMPTP inh | Rpn11 block |
| --- | --- | --- | --- | --- | --- | --- |
| 1 | CCOC(=O)CCC(NC(=O)CCCCC(=O)NC(CCC(=O)OCC)C(=O)OCC)C(=O)OCC (centres undefined) | -2.4 | -0.7 | 0.5 | -1.8 | i |
| 2 | CC1CC(C)(C)CC2(C1)NC(=O)N(CC(=O)N1CCN(Cc3ccc(C#N)cc3)CC1)C2=O (centres undefined) | -4.6 | 0.0 | 1.8 | 0.4 | i |
| 3 | Fc1ccc2c(c1)/C(=N/Nc1ccccn1)CCS2 | -7.2 | -1.2 | -6.7 | 2.1 | i |
| 4 | CN(C)CCNC(=O)C(=O)NCC(c1ccc2c(c1)OCO2)N1CCN(c2ccc(F)cc2)CC1 (centres undefined) | -10.0 | 0.4 | -3.5 | -5.1 | i |
| 5 | C=CCNC(=S)NNC(=O)c1csc(C)c1C | -0.5 | 0.7 | -0.9 | -0.5 | i |
| 6 | Cc1cc(NC(=O)c2cc(F)c(F)cc2Cl)no1 | -0.3 | 0.6 | -3.1 | -0.2 | i |
| 7 | Cc1cccc2sc(N(CCCN(C)C)C(=O)COc3ccc(Cl)cc3)nc12 | -5.1 | 1.5 | 0.3 | -0.7 | i |
| 8 | CCc1cccc(CC)c1NC(=O)c1cccc(NC(=O)c2ccccc2)c1 | -1.0 | 2.7 | -0.9 | 0.5 | i |

| No. | CSN deneddyl inh | Neddylation inh | Scp-1 inhibitor | DNMT1 inh | SUMO1-SIM PPI |
| --- | --- | --- | --- | --- | --- |
| 1 | -5.2 | i | 0.9 | 2.5 | -0.1 |
| 2 | 1.4 | i | -1.9 | -0.5 | -1.7 |
| 3 | 4.1 | i | 0.6 | -0.6 | -2.0 |
| 4 | -6.2 | i | -3.8 | 0.4 | -2.2 |
| 5 | -17.7 | i | -2.7 | 2.2 | -1.0 |
| 6 | 0.1 | i | -13.1 | 8.6 | 0.1 |
| 7 | 3.8 | i | -12.6 | 1.3 | -43.8 |
| 8 | 0.0 | i | -3.7 | -4.5 | 10.3 |

Next part:
| No. | Compound | NadD block | STEP block | Rin1-Abl PPI inh | LMPTP inh | Rpn11 block |
| --- | --- | --- | --- | --- | --- | --- |
| 9 | O=C(CSc1nnc(Cc2cc(=O)[nH]c(=O)[nH]2)n1-c1ccccc1)N1CCCC1 | 3.3 | 0.4 | -2.2 | -0.6 | i |
| 10 | O=C(Nc1ccncc1)c1ccc(Cl)c(Cl)c1 | -6.3 | 0.3 | 0.0 | -4.0 | i |
| 11 | C[C@]12CC[C@H](O)CC1=CCC1C2CC[C@@]2(C)C1CC[C@@H]2NCc1ccccc1 (some centres undefined) | -6.7 | 3.5 | 0.8 | -0.5 | i |
| 12 | C[C@@H]1CN([C@@H](C)CO)C(=O)Cc2cc(NS(=O)(=O)c3cn(C)cn3)ccc2O[C@@H]1CN(C)C(=O)Nc1ccccc1 | 8.5 | 3.0 | 2.5 | -0.2 | i |
| 13 | C1=CC2=NC34CCCCC3CC3=C(CCCC3)N4C2=CC1=NC1CCCCC1 (centres undefined) | 1.0 | 3.1 | -6.0 | 9.8 | i |
| 14 | O=C(c1ccco1)N1CCN(S(=O)(=O)c2ccc3c(c2)CCN3C(=O)C2CC2)CC1 | -2.2 | -7.6 | -1.7 | -0.2 | i |
| 15 | COC(=O)c1cc(N=C(N)N=C(N)N)cc(C(=O)OC)c1 | -8.5 | 3.8 | -2.6 | -1.7 | i |
| 16 | CCN(Cc1ccccc1)c1ccc(/C=N/NS(=O)(=O)c2ccc(C)c([N+](=O)[O-])c2)cc1 | 12.1 | 1.3 | -0.2 | -0.8 | i |

| No. | CSN deneddyl inh | Neddylation inh | Scp-1 inhibitor | DNMT1 inh | SUMO1-SIM PPI |
| --- | --- | --- | --- | --- | --- |
| 9 | -0.4 | i | -5.5 | 1.2 | 3.3 |
| 10 | -4.3 | i | 0.1 | -2.9 | -4.9 |
| 11 | -1.3 | i | · | -1.5 | 0.0 |
| 12 | -3.0 | i | 88.0* | 2.0 | 3.4 |
| 13 | -3.5 | i | 68.0* | -4.2 | -12.0 |
| 14 | 0.4 | i | -6.2 | 2.6 | -0.2 |
| 15 | 0.9 | i | -7.0 | 3.0 | -1.4 |
| 16 | -18.7 | i | 9.8 | 2.7 | -7.3 |

Further compounds
| No. | Compound | NadD block | STEP block | Rin1-Abl PPI inh | LMPTP inh | Rpn11 block |
| --- | --- | --- | --- | --- | --- | --- |
| 17 | Cc1noc(C)c1COc1ccc(C(=O)NNC(=O)c2ccccc2F)cc1 | -9.3 | 2.2 | 1.6 | -1.3 | i |
| 18 | O=C(O)/C=C\c1ccccc1Oc1ccc(F)cc1 | -0.4 | 2.9 | 3.5 | -0.6 | i |
| 19 | Cc1ccc(S(=O)(=O)N(C)C)cc1NC(=O)CN1CCCC1 | -6.3 | 0.0 | 3.1 | 0.1 | i |
| 20 | CN(C)NC(=O)c1cccc(Cl)c1 | 1.2 | 1.8 | -0.2 | -1.8 | i |
| 21 | O=c1c2cccc(Cl)c2nc2n1Cc1ccccc1-2 | 6.4 | 14.3 | -1.2 | 1.2 | i |
| 22 | Cc1ccc(C(=O)NCCCN2CCOCC2)c(C)c1 | -1.7 | -2.7 | -0.8 | -0.5 | i |

| No. | CSN deneddyl inh | Neddylation inh | Scp-1 inhibitor | DNMT1 inh | SUMO1-SIM PPI |
| --- | --- | --- | --- | --- | --- |
| 17 | -5.5 | i | -7.9 | -0.4 | -7.3 |
| 18 | -4.2 | i | 4.5 | 1.4 | -9.9 |
| 19 | 2.8 | i | -3.6 | 2.5 | 1.8 |
| 20 | -3.4 | i | -5.1 | 1.9 | -0.3 |
| 21 | -2.0 | i | 2.7 | -5.0 | -1.9 |
| 22 | 1.0 | i | -9.5 | -2.6 | 2.6 |

An excerpt from above in order of SMILES length, highest first:
| No. | Compound | NadD block | STEP block | Rin1-Abl PPI inh | LMPTP inh | Rpn11 block |
| --- | --- | --- | --- | --- | --- | --- |
| 12 | C[C@@H]1CN([C@@H](C)CO)C(=O)Cc2cc(NS(=O)(=O)c3cn(C)cn3)ccc2O[C@@H]1CN(C)C(=O)Nc1ccccc1 | 8.5 | 3.0 | 2.5 | -0.2 | i |
| 16 | CCN(Cc1ccccc1)c1ccc(/C=N/NS(=O)(=O)c2ccc(C)c([N+](=O)[O-])c2)cc1 | 12.1 | 1.3 | -0.2 | -0.8 | i |
| 11 | C[C@]12CC[C@H](O)CC1=CCC1C2CC[C@@]2(C)C1CC[C@@H]2NCc1ccccc1 (some centres undefined) | -6.7 | 3.5 | 0.8 | -0.5 | i |
| 14 | O=C(c1ccco1)N1CCN(S(=O)(=O)c2ccc3c(c2)CCN3C(=O)C2CC2)CC1 | -2.2 | -7.6 | -1.7 | -0.2 | i |
| 13 | C1=CC2=NC34CCCCC3CC3=C(CCCC3)N4C2=CC1=NC1CCCCC1 (centres undefined) | 1.0 | 3.1 | -6.0 | 9.8 | i |
| 17 | Cc1noc(C)c1COc1ccc(C(=O)NNC(=O)c2ccccc2F)cc1 | -9.3 | 2.2 | 1.6 | -1.3 | i |
| 15 | COC(=O)c1cc(N=C(N)N=C(N)N)cc(C(=O)OC)c1 | -8.5 | 3.8 | -2.6 | -1.7 | i |
| 22 | Cc1ccc(C(=O)NCCCN2CCOCC2)c(C)c1 | -1.7 | -2.7 | -0.8 | -0.5 | i |
| 10 | O=C(Nc1ccncc1)c1ccc(Cl)c(Cl)c1 | -6.3 | 0.3 | 0.0 | -4.0 | i |
| 20 | CN(C)NC(=O)c1cccc(Cl)c1 | 1.2 | 1.8 | -0.2 | -1.8 | i |

| No. | CSN deneddyl inh | Neddylation inh | Scp-1 inhibitor | DNMT1 inh | SUMO1-SIM PPI |
| --- | --- | --- | --- | --- | --- |
| 12 | -3.0 | i | 88.0* | 2.0 | 3.4 |
| 16 | -18.7 | i | 9.8 | 2.7 | -7.3 |
| 11 | -1.3 | i | · | -1.5 | 0.0 |
| 14 | 0.4 | i | -6.2 | 2.6 | -0.2 |
| 13 | -3.5 | i | 68.0* | -4.2 | -12.0 |
| 17 | -5.5 | i | -7.9 | -0.4 | -7.3 |
| 15 | 0.9 | i | -7.0 | 3.0 | -1.4 |
| 22 | 1.0 | i | -9.5 | -2.6 | 2.6 |
| 10 | -4.3 | i | 0.1 | -2.9 | -4.9 |
| 20 | -3.4 | i | -5.1 | 1.9 | -0.3 |

The order is random; 3.8% or so of the library scored in one or more.
